ERG-DNA inh – inhibitors of human ERG Ets domain-DNA interaction; actives 0.028% (n = 370,000); Potency, µM (series often up to 76.9 µM), inactives show top-dose FP activity, negative = inhibition, hits mostly inhibitors; fluorescence polarization, His-ERG Ets domain / labelled DNA; P11308; active = well fitted inhibition curve with a large enough effect in the polarisation, with a control signal flat; inconclusive = small, poorly fitted or top-dose-only effect, or effect the other way, or a change in a side signal; inactive = no such curve, though single readings can be large or run the other way; the % refers to the polarisation;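 also: polarization taken with two DNA probes labelled with fluorescein and Texas red; potency is read from the fitted curve at half-maximal effect; % of control where 0% means no effect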
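His-tagged ERG Ets domain (1 uM in the protein solution; 300mM KCl, 50mM Tris-HCl, 1mM EDTA, 1mM DTT, pH 7.5) received compound, then a probe mix of 5 nM fluorescein-DNA and 100nM Texas-615-DNA. Fluorescence polarization was read for both dyes.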
GLS inh – blocks human kidney-isoform glutaminase activity; GLS enzymatic activity, qHTS titration; Potency, µM (titrated, usually from 45.5 µM), inactives show top-dose activity change, negative = inhibition, hits mostly inhibitors; actives 0.21% (n = 410,000); also: potency is read from the fitted curve at half-maximal effect; % is scaled to controls: 0 for no effect and ±100 for the full control effect
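Glutamate formation by hKGA was monitored fluorometrically using coupled glutamate oxidase, HRP and Amplex Red. Substrate was added as 1 mM L-glutamine solution; incubation was 30 min at RT after an initial read.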
PI4K2A inh – blocks human PI4K2A kinase activity; actives 0.13% (n = 420,000); purified PI4K2A, ADP-Glo luminescence, 1 h; active compounds read low; activity change, negative = inhibition, % at 76.9 µM; Q9BTU6; in the data active = activity change below about -50%; inconclusive = mostly about -30% to -49%;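 also: -100% = wells without enzyme as full effect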
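Compounds are screened against recombinant PI4K2A using PI as substrate and ATP, the latter dispensed at 300 microM. Reactions run one hour at ambient temperature before ADP-Glo detection; full inhibition defined by wells lacking enzyme.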
JMJD2A Tudor – inhibitors of human JMJD2A Tudor domain. O75164. AlphaScreen JMJD2A-Tudor / H3K4me3 peptide binding. Potency, µM (series often up to 114 µM), inactives show at the highest dose activity change, negative = inhibition, most hits filed as inhibitors. actives 4.4% (n = 390,000). AID 504339; also: potency is read from the fitted curve at half-maximal effect; % is scaled to controls: 0 for no effect and ±100 for the full control effect; nearly all actives have a fitted effect of over 50% in size
12-LOX inh – ALOX12 (human) lipoxygenase inhibition; Potency, µM (top dose mostly 108 µM), for the others: at the top dose activity change, negative = inhibition, usual class: inhibitors; actives 1.1% (n = 580,000); purified 12hLO, xylenol orange hydroperoxide absorbance; AID 1671190; P18054; also: potency is read from the fitted curve at half-maximal effect; % is scaled to controls: 0 for no effect and ±100 for the full control effect
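Purified human 12hLO (150 nM final) in 25 mM Hepes, 0.01% Triton X-100, pH 7.0 was preincubated 15 min at room temperature with compound. Then 40 uM arachidonic acid was added, 30 min. Hydroperoxide was read by Fe-XO absorbance ratio 573/405 nm.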
G9a block – inhibitors of human histone lysine methyltransferase G9a; actives 8.8% (n = 350,000); G9a H3K9 monomethylation, AlphaScreen, 2 h; Potency, µM (top dose mostly 102 µM), inactives show top-dose activity, negative = inhibition, usual class: inhibitors; AID 504332; Q96KQ7; also: potency is read from the fitted curve at half-maximal effect; % is scaled to controls: 0 for no effect and ±100 for the full control effect; nearly all actives have a fitted effect of over 75% in size
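Methyltransferase reactions run at room temperature for 2 h (20 nM enzyme, 500 nM biotin-H3K9 peptide, 20 uM SAM) after a 15 min compound preincubation; product detected by AlphaScreen beads and anti-H3K9me1 antibody.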
RGS4 inh – inhibitors of human regulator of G protein signaling 4; P49798; Transcreener GDP fluorescence polarization, RGS4-accelerated GTP hydrolysis; Potency, µM (titrated, usually from 114 µM), for the others: at the top dose activity change, negative = inhibition, actives largely listed as inhibitors; actives 0.039% (n = 390,000); AID 504845; also: potency is read from the fitted curve at half-maximal effect; % is scaled to controls: 0 for no effect and ±100 for the full control effect; nearly all actives have a fitted effect of over 75% in size; some results filed as inactive show a strong effect at the top dose
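MLSMR compounds (23 nl, pin-transferred) preincubated 10 min at room temperature with a 500nM (2x) first reagent, then RGS4 at 900nM (2x) plus Transcreener GDP mix added; fluorescence polarization (620/688 nm) read before and after 90 min at 30 °C.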
BAZ2B inh – BAZ2B (human) inhibition. Q9UIF8. AlphaScreen BAZ2B-H3K14Ac peptide displacement. actives 4.4% (n = 360,000). AID 504333. Potency, µM (highest dose often 114 µM), without a hit: at the top dose activity change, negative = inhibition, actives largely listed as inhibitors; also: potency is read from the fitted curve at half-maximal effect; % is scaled to controls: 0 for no effect and ±100 for the full control effect; nearly all actives have a fitted effect of over 60% in size
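BAZ2B (50 nM) with biotin-H3(5-23)K14Ac peptide (50 nM) in PBS pH 7.4, 0.01% Tween-20, preformed 30 min, then compound 30 min at room temperature; top concentration 110uM. AlphaScreen streptavidin donor/nickel chelate acceptor beads (10 ug/mL final), 20 min dark, signal read.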
HP1b chromo inh – inhibitors of HP1-beta chromodomain binding to methylated histone tails; AlphaScreen HP1-beta / biotin-H3K9me3 peptide binding; Potency, µM (titrated, usually from 114 µM), for inactives: top-dose activity change, negative = inhibition, usual class: inhibitors; actives 0.56% (n = 390,000); AID 540317; also: potency is read from the fitted curve at half-maximal effect; nearly all actives have a fitted effect of over 70% in size; inactives centre near 23
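Compound inhibition of the preformed complex between 50 nM HP1-beta and 50 nM biotinylated H3K9me3 peptide was read by AlphaScreen. Buffer was PBS pH 7.4 with 0.01% Tween-20. Incubations ran 30 min at room temperature, with 10 ug/mL donor/acceptor beads.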
* = called active by the depositor; u = inconclusive; x = no result given; & = joins results of further samples; [ ] = another dose, or the depositor's remark. Unless noted, calls follow the shape of the dose curve; as a rule, active = well fitted curve in the direction sought with a large enough effect; inconclusive = small, poorly fitted or top-dose-only effect, or another doubt; inactive = no such curve, though single readings can be large; an effect the other way counts as inactive or inconclusive.

SMILES	ERG-DNA inh	GLS inh	PI4K2A inh	JMJD2A Tudor	12-LOX inh	G9a block	RGS4 inh	BAZ2B inh	HP1b chromo inh
COCCCNC(=O)c1ccc2c(=O)n(Cc3ccc(Cl)cc3)c(=S)[nH]c2c1	-8.1%	-0.8%	-4.4	-13.8%	0.3%	-3.7%	-29.6%	2.2%	52.3%[activator]
O=C(CCN1C(=O)c2ccccc2S1(=O)=O)Nc1ccc(F)c(F)c1F	-8.8%	2.1%	5.8	-8.2%	-6.3%	-1.3%	7.4%	-2.5%	6.7%
C/C(=N\NC(=O)c1cccc(S(=O)(=O)N2CCOCC2)c1)c1ccc(C#N)cc1	-2.1%	9.3%	-1.1	-14.6%	-20.2%	39.8µM*	26.3%	u	13.7%
COc1ccc(NC(=O)c2sc3nc(C(F)(F)F)cc(C)c3c2N)cc1OC	0.9%	4.9%	-0.9	-18.2%	-23.3%	u	-0.5%	1.7%	44.1%[activator]
CC(C)N(C(=O)C[n+]1ccc(/C=N/O)cc1)C(C)C	3.1%	26.6%	3.5	u	-6.8%	16.6%[59 µM]	-1.4%[11.4 µM]	4.0%	59.0%[activator]
Cc1cc(-c2ccco2)n(CC(=O)NCCN(C)C)n1	0.7%	-10.2%	1.0	-9.0%	2.7%	u	16.7%	-21.2%	17.0%
Cc1cc(C(=O)CN2C(=O)C(=O)N(Cc3ccccc3)C2=O)c(C)n1Cc1ccccc1	-7.9%[15.4 µM]	3.7%	1.6	-12.8%	0.0%	x	-30.2%	x	7.3%
COc1cc(CN2CCSCC2)c([N+](=O)[O-])cc1OC	0.5%	0.9%	2.5	2.24µM*	-19.7%	x	6.3%	u	u
CCOC(=O)Cn1c(=NC(=O)CSC(C)=O)sc2cc(OC)ccc21	-1.4%	1.4%	-2.5	-16.8%	19.9%	-40.2%[12.7 µM]	-26.3%	14.7%	14.5%
COc1ccccc1NC(=O)NC1(C(=O)N2CCOCC2)CCCCC1	-4.6%	0.7%	-2.4	-2.9%	-1.3%	-6.1%	-1.1%	-1.3%	24.6%
Cc1cc(C)c(-c2cc(NC(=O)COC(=O)c3ccc(NC(=O)CC#N)cc3)n(-c3ccccc3)n2)cc1C	20.0%	4.4%	-3.5	-19.2%	-21.1%	u	-16.5%	0.6%	5.7%
CCNc1cc(=O)n(C)c(=O)n1C	-5.2%	1.9%	-1.1	-7.5%	-2.0%	-0.7%	-44.2%	2.4%	23.4%
Cc1cc(C)cc(-n2ccn(CC(=O)NCCc3ccccc3)c(=O)c2=O)c1	7.1%&0.5%	0.2%&0.3%	3.8&-9.8	2.3%&2.0%	16.5%&10.8%&-11.5%	27.4%[59 µM]	27.7%&-22.1%	-2.3%&2.1%	29.7%&43.7%
C=CCc1ccccc1OCCOc1ccc([N+](=O)[O-])cc1/C=N/NC(N)=O	-0.6%	12.3%	24.1	-13.1%	-2.1%	-25.3%	-6.3%	7.5%	7.5%
Cc1ccn2cc(-c3ccc(C)c(NS(=O)(=O)c4ccc(Cl)cc4)c3)nc2c1	2.0%	-2.1%	3.3	-35.5%	-7.9%	2.5%[59 µM]	16.9%	-27.4%	31.2%
CC(C)C(=O)Nc1cccc(NC(=O)c2cccc(Br)c2)c1	-11.0%	-6.6%	-3.0	-7.0%	-19.2%	9.7%	5.6%	14.5%	40.6%[activator]
CCOC(=O)c1cc2c(=O)n3cccc(C)c3nc2n(CC2CCCO2)c1=NC(C)=O (stereo not drawn)	6.8%&3.8%	-19.3%&-9.1%	5.2&4.2	-17.9%&-5.4%	u	x	1.0%&0.4%	x	0.5%&20.6%
Cc1nc2ccc(NC(=S)NC3CC3)cc2nc1C	0.9%	7.3%	1.8	-17.1%	-22.7%	-14.4%[59 µM]	-14.3%	0.3%	22.1%
COc1cccc(CN(C)C(=O)c2ccc(S(=O)(=O)Nc3ccccc3F)cc2)c1OC	-0.4%	15.7%	4.3	-6.2%	5.9%	-35.9%	0.7%	-2.7%	27.5%
CCc1ccccc1NC(=O)Cn1nc(C)n2cccc2c1=O	-7.6%	2.5%	-2.4	-34.2%	8.0%	10.9%	-2.4%	-27.6%	11.4%[57 µM]
CC1CC(C)CN(C(=O)CCC(=O)Nc2nnc(C3CCCCC3)s2)C1 (stereo not drawn)	-3.3%	14.1%	0.7	-9.7%	-6.1%	-2.8%[0.0925 µM]	-11.4%	-5.9%	24.7%
C=CCNC(=O)COC(=O)COc1ccc(Cl)cc1	-2.5%	-4.1%	3.3	4.1%	u	11.0%	-13.9%	-0.9%	32.7%
O=C(COc1ccc(C(=O)c2ccccc2)cc1)NC1CCCCC1	-0.6%	-2.2%	2.7	-0.7%	-24.3%	4.4%[59 µM]	7.7%	7.2%	27.8%
O=C(COC(=O)c1c(Cl)cccc1Cl)NCc1cccs1	-8.4%	-1.2%	1.0	5.6%	0.3%	x	-10.1%	x	37.1%
Cc1ccc(Sc2ccc(NC(=O)CCl)cc2)c(C)c1	15.2%	-0.4%	9.0	27.4%	u	-8.6%[59 µM]	-17.2%	2.7%	71.5%[activator]
Next part
SMILES	ERG-DNA inh	GLS inh	PI4K2A inh	JMJD2A Tudor	12-LOX inh	G9a block	RGS4 inh	BAZ2B inh	HP1b chromo inh
CCC(NS(=O)(=O)c1ccc2c(c1)Cc1cc(S(=O)(=O)NC(CC)C(=O)O)ccc1-2)C(=O)O (stereo not drawn)	-2.0%	2.1%	3.6	10.6%	u	x	11.9%	u	34.4%
Cc1noc(C)c1COc1ccccc1C(=O)NNC(=O)c1ccccc1F	3.5%	13.3%	6.2	-9.0%	34.4%[activator]	4.1%[12.7 µM]	-19.5%	-5.0%	19.3%
NC(=O)COc1ccc(NC(=O)OCc2ccccc2)cc1	-0.8%	3.7%	-0.8	-7.2%	21.9%	-6.9%[12.7 µM]	-7.6%	-0.9%	19.4%
O=C(COC(=O)c1ccc(Br)c(S(=O)(=O)N2CCOCC2)c1)NCC1CCCO1 (stereo not drawn)	-2.9%	-1.2%	-0.5	-2.3%	230.2%[activator]	1.0%[59 µM]	-14.5%	x	20.2%
CCCS(=O)(=O)N1CCCC(C(=O)NCCCN(CC)c2cccc(C)c2)C1 (stereo not drawn)	-9.1%	35.4%[activator]	-14.4	-30.4%	0.0%	x	-1.2%	-32.0%	-2.0%
COc1ccc(C(C)=O)c(OC(=O)c2ccco2)c1	7.1%	11.3%	-5.9	4.1%	-17.3%	44.7µM*	-30.3%	u	32.5%
COc1ccccc1NS(=O)(=O)c1ccc(C)c(C(=O)Nc2ccc(S(=O)(=O)Nc3onc(C)c3C)cc2)c1	-1.8%	-4.7%	-3.1	-29.4%	217.8%[activator]	x	4.3%	x	12.1%
COc1ccc(CCN2CCCC(CN(C)C(=O)c3cc(C)oc3C)C2)cc1 (stereo not drawn)	-16.2%	-9.9%	6.5	-19.9%	7.6%	17.5%	-2.7%	-23.3%	32.5%
CC(C1CC2CCC1C2)n1c(-c2cccs2)n[nH]c1=S (stereo not drawn)	-3.4%	-25.3%	-20.8	u	44.7µM*	u	u	u	11.9%
COC(=O)c1[nH]c2c(c1C)C(=O)CC(c1cc(OC)ccc1OC)C2 (stereo not drawn)	5.7%	-5.1%	3.5	-11.4%	108.1%	2.4%[59 µM]	-16.9%	8.0%	53.4%[activator]
COc1ccc([C@H]2CC(=O)C=C(c3ccc(C)c(F)c3)C2)cc1	-11.5%	-7.4%	6.1	25.0%	-9.5%	11.0%[2.33 µM]	5.7%	5.5%	86.3%[activator]
COCc1nnc(NC(=O)CCSc2ccccc2)s1	-1.2%	0.8%	-3.2	-7.2%	19.2%	-21.0%[2.33 µM]	-0.3%	-8.2%	24.2%
Cc1ccc(C(=O)NNC(=O)C(C)Oc2ccccc2F)cc1S(=O)(=O)N1CCOCC1 (stereo not drawn)	-2.2%	-6.8%	6.7	-6.2%	3.4%	13.4%[0.501 µM]	15.7%	5.0%	30.0%
O=C(c1cccc([N+](=O)[O-])c1)N1CCN(c2cccc(Cl)c2)CC1	-2.6%	10.3%	0.6	u	-15.1%	u	13.5%	u	u
CC(=O)Nc1ccc(S(=O)(=O)n2cnc(C)c2)cc1	-8.8%	3.6%	4.0	1.4%	u	-6.5%	9.1%	10.0%	13.9%
COc1cccc(CNC(=O)C2CCN(S(=O)(=O)c3cccs3)CC2)c1	x	18.4%	0.1	-5.8%	19.2%	0.1%[59 µM]	2.2%	-3.2%	8.0%
Cc1ccc(C(=O)N2CCN(c3ncccn3)CC2)c(C)c1	-12.0%	-8.0%	1.7	-12.7%	-11.1%	-7.3%	5.3%	-1.1%	-5.8%
Cc1cccc(Nc2ncnc3onc(-c4cccc(Cl)c4)c23)c1C	17.6%	3.4%	0.4	5.6%	-1.3%	x	10.4%	17.6%[57.1 µM]	36.8%
CC1CCCCN1CCCNC(=O)c1ccc2c(=O)n(CCc3ccccc3)c(=O)[nH]c2c1 (stereo not drawn)	1.9%	2.0%	2.0	2.7%	0.0%	-12.9%[12.7 µM]	11.4%	7.7%	14.2%
Cc1cccc(N=C2NC(=O)/C(=C/c3cccn3C)S2)c1C	10.2%[15.4 µM]	0.0%	-5.8	u	74.9%[activator]	u	-11.5%	31.6µM*	-15.9%

From PubChem BioAssay

This is a subset; rates above refer to the full screens.
